Bioassay records: PubChem, National Center for Advancing Translational Sciences (NCATS)
EPAC1 antag = blocks human EPAC1 exchange factor. Potency, µM (titrated, usually from 115 µM), inactives show at the highest dose activity change, negative = inhibition, hits mostly inhibitors. 360,000 compounds, 0.14% hits. O95398. EPAC1 GEF assay, Rap1b-BODIPY-GDP exchange fluorescence. AID 720709;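 also: potency is read from the fitted curve at half-maximal effect; plate controls were vehicle for no effect and positive control for full effect; nearly all actives have a fitted effect of over 50% in size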
GLP-1R agonist = GLP-1 receptor (human) agonism | P43220 | HEK293 GLP-1R CRE-luciferase, luminescence, 4-6 h; cells express a hypersensitive GLP-1R form | Potency, µM (doses to about 45.6 µM), without a hit: at the top dose activation, usual class: activators | 380,000 compounds, 0.007% hits; also: potency is read from the fitted curve at half-maximal effect; % of control where 0% means no effect
GLP-1R inv ag = inverse agonists of human GLP-1 receptor; Potency, µM (top dose mostly 38.3 µM), inactives show at the top dose activity change, negative = inhibition, hits mostly inhibitors; 410,000 compounds, 1.6% hits; HEK293 GLP-1R CRE-luciferase, luminescence, 24 h; GLP-1R form is constitutively active; also: potency is read from the fitted curve at half-maximal effect; % is scaled to controls: 0 for no effect and ±100 for the full control effect; nearly all actives have a fitted effect of over 55% in size
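Assay principle: reduced luminescence from a cAMP-responsive reporter in HEK293 cells co-expressing a constitutively active GLP-1R. Conditions: 24 hr compound incubation, 37 deg C, 5% CO2.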
PLK1 PBD block = inhibitors of human PLK1 polo-box domain binding | 360,000 compounds, 2.8% hits | P53350 | Potency, µM, inactives show max response, negative = inhibition, hits mostly inhibitors | Plk1 PBD binding of FITC phosphopeptide, fluorescence polarization | AID 720504; also: potency is read from the fitted curve at half-maximal effect; series mostly up to about 57 µM; % is scaled to controls: 0 for no effect and ±100 for the full control effect; nearly all actives have a fitted effect of over 65% in size
EPAC1 ag = activates human EPAC1 exchange factor; Potency, µM (titrated, usually from 154 µM), for inactives: at the highest dose activation, hits mostly activators; 360,000 compounds, 0.073% hits; EPAC1 agonist qHTS, biochemical assay; response scale: 100% = response to 6.5 mM cAMP; AID 720707; O95398; also: potency is read from the fitted curve at half-maximal effect; nearly all actives have a fitted effect of over 60% in size
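Nucleotide exchange by EPAC1 (100 nM) on Rap1B–BODIPY-GDP (250 nM) in the presence of 50 uM GDP is tracked fluorescently at 480/540 nm over 30 min. Signals are normalized to a 6.5 mM cAMP control.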
PI5P4K alpha inh = blocks human PI5P4K alpha kinase activity; max response, %; AID 652105; P48426; PI5P4Kalpha enzyme, ADP-Glo luminescence, 60 min; hits give low values; 330,000 compounds, 1.2% hits; active = max response of -50% or lower; inconclusive = between -30% and -50%; inactive = -30% or higher; also: value at the top dose of about 77 µM; % is scaled to controls: 0 for no effect and ±100 for the full control effect
Target sequence (P48426 whole entry, looked up): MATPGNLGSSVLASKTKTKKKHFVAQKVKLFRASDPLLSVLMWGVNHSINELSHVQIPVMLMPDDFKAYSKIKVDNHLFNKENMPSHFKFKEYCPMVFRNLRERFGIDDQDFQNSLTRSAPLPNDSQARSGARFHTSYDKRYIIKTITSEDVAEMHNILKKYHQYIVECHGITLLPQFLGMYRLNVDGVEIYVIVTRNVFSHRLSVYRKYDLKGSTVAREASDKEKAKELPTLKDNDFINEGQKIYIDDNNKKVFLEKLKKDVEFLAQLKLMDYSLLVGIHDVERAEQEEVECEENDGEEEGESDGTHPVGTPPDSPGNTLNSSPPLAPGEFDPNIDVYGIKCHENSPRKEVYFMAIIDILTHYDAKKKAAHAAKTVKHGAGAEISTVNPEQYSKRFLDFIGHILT
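qHTS, 1536-well: enzyme/substrate mix, compound by pin tool, 5 microM ATP final; RT 60 min; ADP-Glo reagents 1 (45 min) then 2 (30 min); luminescence.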
HEK293 tox = cytotoxicity in counter-screen for GLP-1R inverse agonists | HEK293 cAMP-luciferase reporter cells, luminescence, 24 h | Potency, µM (titrated, usually from 38.3 µM), inactives show at the top dose activity change, negative = inhibition, usual class: inhibitors | 410,000 compounds, 0.13% hits;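 also: loss of luciferase light is scored as toxicity; potency is read from the fitted curve at half-maximal effect; % is scaled to controls: 0 for no effect and ±100 for the full control effect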
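Compound-treated cells are incubated 24 hr at 37 deg C under 5% CO2 after a 12 hour attachment period, then luciferase detection reagent is added and luminescence is measured following 12 min at room temperature; lowered signal indicates toxicity.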
IL2 activator = activates IL-2 in a cell-based reporter assay. IL-2 activation reporter assay, cell-based qHTS; stimulated with anti-CD3/CD4/CD28 beads; in transgenic mouse T cells. activation, % (series mostly up to about 46 µM). 360,000 compounds, 0.065% hits; in the data active = activation above about 50%; inconclusive = mostly about 30% to 49%; also: 0% is about no effect
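Unstimulated transgenic mouse T cells; 60-min compound exposure; bead-based TCR/CD4/CD28 stimulation; 18 h culture, 37 degrees C; dual fluorescence (EGFP, DsRed) plate cytometry.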
PTHR1 ag = PTHR1 (human) receptor agonism; AID 743266; HEK293 GP2 PTHR1 cells, GloSensor cAMP luminescence, 1 h; Potency, µM (doses to about 115 µM), inactives show top-dose activation, hits mostly activators; 410,000 compounds, 0.075% hits; also: potency is read from the fitted curve at half-maximal effect; nearly all actives have a fitted effect of over 55% in size; some results filed as inactive show a strong effect at the top dose; inactives centre near -15; many of its hits are not listed in these tables
Target sequence (Q03431 whole entry, looked up): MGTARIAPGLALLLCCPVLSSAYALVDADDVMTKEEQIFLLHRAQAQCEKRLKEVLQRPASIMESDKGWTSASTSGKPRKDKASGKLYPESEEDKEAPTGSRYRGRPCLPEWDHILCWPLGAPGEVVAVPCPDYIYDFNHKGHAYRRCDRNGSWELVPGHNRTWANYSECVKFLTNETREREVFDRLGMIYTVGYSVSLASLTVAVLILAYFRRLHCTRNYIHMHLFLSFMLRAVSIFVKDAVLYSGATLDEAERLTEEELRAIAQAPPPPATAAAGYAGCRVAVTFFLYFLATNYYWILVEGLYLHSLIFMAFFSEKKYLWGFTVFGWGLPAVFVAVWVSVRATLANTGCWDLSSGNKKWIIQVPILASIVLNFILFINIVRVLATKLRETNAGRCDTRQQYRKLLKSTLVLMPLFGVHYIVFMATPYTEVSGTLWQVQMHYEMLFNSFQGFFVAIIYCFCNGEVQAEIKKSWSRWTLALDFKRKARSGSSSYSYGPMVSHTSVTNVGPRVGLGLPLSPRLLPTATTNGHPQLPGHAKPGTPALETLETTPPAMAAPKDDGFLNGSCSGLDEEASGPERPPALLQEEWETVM
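HEK-293-derived GP2 cells expressing PTHR1 and a GloSensor cAMP reporter, 3,000/well, plated overnight, given luciferin plus IBMX (each 0.5 mM as added) for 1 h at 37 °C, then compound for 1 h at 37 °C. Luminescence was read after 15 min at room temperature.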
* = called active by the depositor; i = inactive; ? = inconclusive; / = not tested or not shown; [ ] = another dose, or the depositor's remark. Unless noted, calls follow the shape of the dose curve; as a rule, active = well fitted curve in the direction sought with a large enough effect; inconclusive = small, poorly fitted or top-dose-only effect, or another doubt; inactive = no such curve, though single readings can be large; an effect the other way counts as inactive or inconclusive. Some of the compounds tested. The share of hits here may be higher or lower than overall.

SMILES	EPAC1 antag	GLP-1R agonist	GLP-1R inv ag	PLK1 PBD block	EPAC1 ag	PI5P4K alpha inh	HEK293 tox	IL2 activator	PTHR1 ag
CCC(C)NCCCCOc1ccc(C)cc1[N+](=O)[O-] (stereo not given)	-4%	-10%	?	-7%	3%	/	-10%	0.1	i
Cc1nc2ccc(C(=O)NCc3ccc4c(c3)OCO4)cc2s1	1%	-1%	99%[activator]	-5%	-1%	-7	1%	-2.3	-45%[inhibitor]
Cc1ccc(C)c(NC(=S)NCCc2ccc(S(N)(=O)=O)cc2)c1	-5%	3%	6%	-6%	-4%	-3	1%	-1.4	-9%[57.5 µM]
O=C(CSc1nc(-c2ccco2)cc(C(F)(F)F)n1)N1CCN(Cc2ccccc2)CC1	-9%	-7%	?	-11%	-17%	10	-19%	-3.1	-82%[inhibitor]
CC(=O)N1CCn2c3c(c(=O)c4cc(C)ccc42)CCC31 (stereo not given)	-24%	0%	7%	-12%	12%	-1	50%[activator]	1.5	i
Cc1ccccc1N(CC(=O)NC1CCCC1)C(=O)CS(=O)CC(=O)Nc1ccc2c(c1)OCO2 (stereo not given)	-1%	-6%	6%	0%	-15%	/	-17%	-2.9	i
Cc1ccc(N(C(=O)C2CCC(=O)N2)C2(C(=O)NC3CCCCC3)CCCCC2)cc1 (stereo not given)	-20%	-8%	7%	-3%	0%	2	3%	4.2	i
CCOC(=O)c1c(CSC(=N)N)n(C)c2cc(Br)c(OC(C)=O)cc12	-18%	1%	-18%	-7%	-10%	2	?	-1.2	i
Cc1nc(SCC(=O)c2ccc(F)cc2)n[nH]1	2%	-16%	7%	27µM*	-8%	-74*	6%	-1.6	i
Cc1cccc2nc(-c3cccc(NC(=O)Cc4ccccc4)c3)cn12	1%	23%	-7%	-4%	6%	6	8%	-2.1	-2%
O=S(Cc1cc(Oc2ccccc2)nc(-c2ccccc2)n1)c1ccccc1 (stereo not given)	-14%	12%	10µM*	-7%	17%	17	13%	-2.1	-8%
COc1ccccc1CNC(=O)CCN=C1NS(=O)(=O)c2ccccc21	0%	2%	13%	-15%	14%	-2	0%	0.1	i
COc1cc(/C=C2\CCc3c2nc2ccccc2c3C(=O)O)cc(OC)c1OC	?	-3%	15%	17µM*	-9%	-62*	91%[activator]	0.2	-37%[inhibitor]
COc1ccccc1OCC(=O)OCC(=O)Nc1sccc1C(N)=O	4%	10%	0%	-10%	2%	?	14%	-3.2	-48%[inhibitor]
CCOC(=O)n1c(=O)oc2cc(S(=O)(=O)N3CCOCC3)ccc21	6%	-3%	0%	-7%	8%	/	-1%	-0.5	i
O=S(=O)(c1ccccc1)N1C2CCC1CC(O)(c1cccnc1)C2 (stereo not given)	0%	-6%	15%	-10%	3%	-2	9%	-0.8	-19%
COc1ccc(N2CCN(S(=O)(=O)c3ccc(CC(C)C)cc3)CC2)cc1	/	-2%	13%	/	/	/	-4%	/	i
CC(NC(C)c1ccccc1Cl)C(=O)Nc1cccc(S(=O)(=O)N2CCCCC2)c1 (stereo not given)	-15%	2%	?	3%	-7%	2	1%	0.4	i
O=C(NCC1CCCCC1)c1ccc2nc([C@@H]3O[C@H](CO)[C@@H](O)[C@H]3O)[nH]c2c1	8%	-1%	-3%	-12%	16%	7	0%	0.1	-6%
CCC(C)(C)n1nnnc1C(C(C)C)N(CCN1CCOCC1)Cc1cc2cccc(C)c2[nH]c1=O (stereo not given)	22%	4%	-6%	-1%	-1%	/	-7%	-0.1	6%[57.5 µM]
O=C(OCCNC(=O)c1cc2ccccc2oc1=O)c1cccnc1	9%	8%	8%	-3%	5%	/	-1%	3.0	-24%[57.5 µM]
CCOC(=O)N/N=C\c1ccc(OC/C=C/c2ccccc2)cc1	8%	4%	21%	0%	13%	1	-15%	-2.9	i
Cc1nc(-c2ccc(F)cc2)c(CC(=O)N(C)CC(=O)Nc2ccccc2Cl)s1	-10%	15%	11%	-10%	13%	4	-5%	-0.3	i
COc1ccccc1C(=O)NCCC(=O)NNC(=O)Cn1ccc(C(F)(F)F)n1	8%	2%	-4%	-7%	-3%	4	10%	0.5	i
COc1cccc(NC(=O)CN(C)C(=O)c2cn(-c3ccccc3)nc2-c2cccs2)c1	-9%	15%	?	-11%	16%	-6	-29%	-3.2	i
CCOC(=O)[C@H]1[C@H]2COc3ccc(OC)cc3[C@@H]2N2C(=O)CN(C)C(=O)[C@@]12C	6%	-6%	16%	3%	3%	-2	-1%	4.9	i
Clc1ccc(Nc2nc(-c3cccs3)cs2)nc1	-18%	-5%	?	2%	-4%	0	-7%	2.4	-6%
Cc1nc2ccccc2c2c1C(=O)N(C(C)C)C2=O	8%	-1%	2%	-4%	8%	/	-2%	-1.6	i
CNC(=O)C(=O)NCCCN1CCOCC1	-7%	-1%	18%	-8%	-7%	-2	1%	0.5	10%
Clc1ccc(Cc2nc(-c3cccnc3)no2)cc1	-17%	10%	1%	-7%	7%	/	5%	-0.6	-1%
CCOc1ccc(N2C(=O)c3cccnc3C2Nc2ccc(C)c(C)c2)cc1 (stereo not given)	-8%	-7%	-11%	-1%	8%	-10	-14%	-1.4	i
COc1ccc(N(CC(=O)NC2CCCCC2)C(=O)c2snc(C(N)=O)c2N)cc1	6%	7%	46%[activator]	-2%	8%	0	-7%	1.1	-4%
CCCCc1nc2sc3c(SCC(=O)NCc4ccco4)ncnc3c2c2c1CCC2	-15%	0%	-13%	-12%	-10%	-20	-22%	2.1	-5%
CCCCN(C(=O)c1ccc(C)c(S(=O)(=O)N2CCOCC2)c1)c1c(N)n(CCCC)c(=O)[nH]c1=O	-2%	-15%	0%	-3%	-9%	3	-8%	-0.2	-12%
COc1cccc(OC)c1C(=O)N1CC(C)OC(C)C1 (stereo not given)	-21%	15%	-10%	-12%	5%	/	2%	2.5	i
O=C(CC(=O)c1ccccc1)Nc1ccc2c(c1)OCCO2	-11%	-7%	4%	-5%	-2%	3	-4%	-2.4	-6%
Cc1ccc(C(=O)N2CCN(S(=O)(=O)c3sc(C(=O)O)c(C)c3C(=O)O)CC2)s1	-8%	-8%	5%	1%	-4%	2	1%	3.4	25%
Cc1nnc(SCCn2c(N3CCC(Cc4ccccc4)CC3)nc3c2c(=O)[nH]c(=O)n3C)s1	-11%	19%	19%	-1%	3%	2	-9%	-2.3	-4%
O=C(CCNS(=O)(=O)c1ccccc1C(F)(F)F)N1CCCCCCC1	-3%	9%	-30%	-4%	16%	0	3%	1.6	-17%
CCN(CC)S(=O)(=O)c1cccc(NC(=O)c2ccc(SC)cc2OC)c1	-21%	14%	?	-4%	17%	17	6%	0.6	-44%[inhibitor]
COC(=O)c1ccc(NC(=O)C2CC2)o1	-5%	1%	3%	-7%	-6%	2	-12%	-1.3	i
Nc1cccc2nsnc12	-9%	8%	-23%	?	-1%	-14	?	-5.2	i
COC(=O)c1cccc(N2C(=O)c3cccnc3C2=O)c1	-6%	-15%	-22%	4%	2%	-3	-8%	1.1	i
COc1ccc(OC)c(-n2c(-c3cc(-c4ccccc4)n[nH]3)n[nH]c2=S)c1	-21%	3%	24%	-14%	-1%	-8	-20%	-0.1	-23%
O=[N+]([O-])c1ccccc1OCCNCc1ccccc1	3%	14%	-19%	-3%	-4%	1	-45%	11	i
COc1ccc(CN(C)C(C)C(=O)N(C)CC(=O)Nc2ccc(C)cc2)cc1F (stereo not given)	-12%	1%	-32%	2%	4%	5	-34%	-0.4	i
COc1cc(/C=C(/C#N)c2ccc(F)cc2)ccc1Oc1ccc([N+](=O)[O-])cn1	2%	-5%	-1%	-7%	8%	9	3%	-2.0	-29%
Cc1cccc(CS(=O)(=O)Cc2ccc(C(=O)NCc3cccnc3)o2)c1	14%	-8%	-25%	1%	-1%	-7	-15%	0.3	i
O=C(CCN1C(=O)S/C(=C\c2ccc(Cl)cc2)C1=O)Nc1ccc(C(=O)O)cc1	?	-14%	19%	-27%	3%	1	1%	-3.0	-30%
CCc1nc2c(OCc3ccc(C(F)(F)F)cc3)cccn2c1N(C)C(=O)c1ccco1	-14%	14%	?	-6%	-8%	-1	3%	-0.8	-15%
O=C(Nc1ccc2c(c1)CCC2)c1ccc(Br)o1	-7%	5%	?	-23%	3%	9	26%	0.0	-6%[57.5 µM]
COc1cccc(CNS(=O)(=O)c2ccccc2Br)c1OC	-16%	12%	-10%	19µM*	-10%	-60*	5%	-0.2	-12%
CCOC(=O)CSc1nc(N(C)C)nc(N(C)C#N)n1	4%	-4%	19%	-1%	4%	4	-5%	-0.4	i
CC(=O)N1CCc2cc(S(=O)(=O)CCC(=O)N3CCN(c4ccccc4)CC3)ccc21	?	9%	-7%	-4%	14%	-2	2%	-3.2	-1%
O=C(C1=C(O)C(=O)N(Cc2ccco2)C1c1cccnc1)c1cc2ccccc2o1 (stereo not given)	-1%	-21%	34%[activator]	-25%	3%	-19	-2%	0.4	i
O=c1sc(/C=N/Nc2ccccc2)c(Cl)n1Cc1ccccc1	-11%	3%	?	-6%	9%	-2	12%	-0.2	-12%
CCCCNS(=O)(=O)c1cccc(S(=O)(=O)N2CCCC2)c1	-10%	-4%	-7%	0%	8%	4	-2%	1.6	-4%

Three entries picked at random from the list so far:
SMILES	EPAC1 antag	GLP-1R agonist	GLP-1R inv ag	PLK1 PBD block	EPAC1 ag	PI5P4K alpha inh	HEK293 tox	IL2 activator	PTHR1 ag
O=C(C1=C(O)C(=O)N(Cc2ccco2)C1c1cccnc1)c1cc2ccccc2o1 (stereo not given)	-1%	-21%	34%[activator]	-25%	3%	-19	-2%	0.4	i
CCOC(=O)CSc1nc(N(C)C)nc(N(C)C#N)n1	4%	-4%	19%	-1%	4%	4	-5%	-0.4	i
CCCCNS(=O)(=O)c1cccc(S(=O)(=O)N2CCCC2)c1	-10%	-4%	-7%	0%	8%	4	-2%	1.6	-4%
